LGR2 inh: inhibitors of bursicon-induced Drosophila LGR2 receptor cAMP signaling; HEK293 LGR2, CRE-luciferase, bursicon-stimulated, 4 h; inhibition, % at 9.99 µM; hit rate 0.35% among 380,000; AID 720647;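 active means drop in luminescence signal, shown as inhibition above about 50% in the replicate tests, limit read from the data, passing the limit was not always enough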;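 further: agonist challenge used bursicon conditioned medium at about half maximal strength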
S100A4 inh HTS: blocks human S100A4 binding to myosin IIA peptide; hit rate 0.14% among 360,000; S100A4/TAMRA-MyoIIA peptide fluorescence polarization; inhibition, % at 10.7 µM; AID 652163; P26447;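 active means mean inhibition of at least 70% across replicates, with every replicate also reaching that level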
Target sequence (P26447 whole entry, looked up): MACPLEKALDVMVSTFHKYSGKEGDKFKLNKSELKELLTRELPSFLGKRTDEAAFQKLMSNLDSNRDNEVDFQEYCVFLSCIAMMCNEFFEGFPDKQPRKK
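Test system: S100A4 monomer protein. Medium: HEPES buffer with Ca2+, pH 7.2. Reagent: fluorescent myosin IIA peptide, 5 nM. Compound dosing: single-point compound testing. Timing: 5 min between mix addition and reading. Benchmarks: DMSO neutral and TFP positive wells.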
SIRT5 block: inhibitors of human sirtuin-5 desuccinylase; Q9NXA8; Purified SirT5, succinyl-peptide AMC, trypsin-coupled fluorescence; inhibition, % at 15 µM; hit rate 1.1% among 330,000; in the data active means inhibition above about 15%
Target sequence (Q9NXA8 whole entry, looked up): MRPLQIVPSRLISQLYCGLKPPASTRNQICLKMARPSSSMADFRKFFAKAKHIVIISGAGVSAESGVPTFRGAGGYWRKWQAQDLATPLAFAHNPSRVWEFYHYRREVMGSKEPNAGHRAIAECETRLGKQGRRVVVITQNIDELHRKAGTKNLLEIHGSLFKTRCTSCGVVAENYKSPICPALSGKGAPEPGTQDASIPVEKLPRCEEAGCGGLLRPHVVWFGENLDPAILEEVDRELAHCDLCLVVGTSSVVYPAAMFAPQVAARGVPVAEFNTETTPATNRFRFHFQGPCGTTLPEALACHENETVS
CASP6 VEID inh: inhibitors of human caspase-6. inhibition, % at 12.5 µM. purified caspase-6, Z-VEID-R110 cleavage fluorescence. P55212. hit rate 0.53% among 350,000;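 active means mean inhibition across replicates at least about 35%, with every replicate also reaching that limit, limit read from the data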;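 further: 0% = median of neutral control wells and 100% = no fluorescence left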
Target sequence (P55212 24-179 limits assumed): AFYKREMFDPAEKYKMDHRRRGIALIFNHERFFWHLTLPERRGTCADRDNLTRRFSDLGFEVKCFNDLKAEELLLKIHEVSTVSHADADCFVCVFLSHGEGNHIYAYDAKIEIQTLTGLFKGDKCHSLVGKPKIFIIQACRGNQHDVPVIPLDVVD
Target sequence (P55212 194-293 limits assumed): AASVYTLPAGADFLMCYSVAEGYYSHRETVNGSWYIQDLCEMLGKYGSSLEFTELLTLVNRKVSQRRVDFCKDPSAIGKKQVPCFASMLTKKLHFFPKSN
esBAF inh: inhibitors of esBAF chromatin remodeling in mouse ES cells; Bmi1-luciferase knock-in reporter, 24 h; 100% = twice the neutral-well signal; reporter increase, % at 12.5 µM; hit rate 2% among 350,000; in the data active means activation above about 40%;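 further: 0% = median of the plate's neutral control wells and 100% = double that signal; a rise in the Bmi1 reporter signal indicates esBAF inhibition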
C2C12 statin: suppression of simvastatin myotoxicity; C2C12 myotubes + simvastatin, ATP luminescence, 48 h; scaled: DMSO 0, geranylgeraniol control 100; rescue of ATP level, % at 7.49 µM; hit rate 0.78% among 330,000;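 active means mean ATP rescue above about 67%, or every replicate alone reaching that limit, limit read from the data, passing the limit was not always enough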;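 further: myotubes were challenged with 10 µM simvastatin during compound exposure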
FN deposit inh: fibronectin deposition inhibition. inhibition, % at 12.6 µM. AH1F fibroblasts, Alexa488-fibronectin deposition fluorescence, overnight. hit rate 0.086% among 350,000;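 active means mean inhibition across replicates of 30% or more, regardless of how many single replicates reach that level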;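 further: positive control wells lacked labelled fibronectin entirely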
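Test system: AH1F fibroblast monolayer depositing Alexa488-labelled fibronectin into matrix. Input: 10000 cells per well. Technique: fluorescence, ex 485 nm, em 525 nm. Buffer or medium: DMEM plus 2% serum, read in PBS. Timing: 1 h cell adhesion before compound, then overnight fibronectin incubation. Compound: single dose, pinned. Read-out basis: inhibition from reduced deposited-fibronectin fluorescence.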
* marks the source's active call; other numbers are inactive results; x = not tested or not shown; & = joins results of further samples.

The first 2 compounds, to show the layout:
Assay codes: A = LGR2 inh; B = S100A4 inh HTS; C = SIRT5 block; D = CASP6 VEID inh; E = esBAF inh; F = C2C12 statin; G = FN deposit inh
SMILES: CCOC(=O)c1cc(N)cc([N+](=O)[O-])c1
  A: -11; B: -6; C: 0; D: 4; E: x; F: x; G: 18
SMILES: CCCN1C[C@H](C)[C@H](OC)CN(C)C(=O)c2cc(NC(=O)CC)ccc2OC[C@H]1C
  A: 5; B: x; C: x; D: x; E: -7; F: 6; G: x

All compounds of this part, from the start:
Assay codes: A = LGR2 inh; B = S100A4 inh HTS; C = SIRT5 block; D = CASP6 VEID inh; E = esBAF inh; F = C2C12 statin; G = FN deposit inh
SMILES: CCOC(=O)c1cc(N)cc([N+](=O)[O-])c1
  A: -11; B: -6; C: 0; D: 4; E: x; F: x; G: 18
SMILES: CCCN1C[C@H](C)[C@H](OC)CN(C)C(=O)c2cc(NC(=O)CC)ccc2OC[C@H]1C
  A: 5; B: x; C: x; D: x; E: -7; F: 6; G: x
SMILES: Cc1ccc(/C=C/S(=O)(=O)NCC(=O)OCC(=O)Nc2ccc(C(=O)N(C)C)cc2)cc1
  A: 5; B: -11; C: 6; D: 1; E: 3; F: 26; G: 8
SMILES: COc1ccc(CCNC(=O)CN(c2ccc(OC)c(OC)c2)S(=O)(=O)c2ccccc2)cc1OC
  A: 0; B: 4; C: -3; D: 1; E: x; F: x; G: -1
SMILES: O=C(NS(=O)(=O)Oc1ccc(Cl)cc1)OC[C@@H]1CCCN2CCCC[C@H]12
  A: 1; B: -6; C: -1; D: -2; E: x; F: x; G: -20
SMILES: O=C(NCC[C@@H]1CC[C@H](NC(=O)C2CCCC2)[C@@H](CO)O1)c1cnccn1
  A: -21; B: -34; C: 4; D: -2; E: 0; F: 5; G: -7
SMILES: C[C@@H]1CN([C@H](C)CO)C(=O)c2cc(NS(=O)(=O)c3cn(C)cn3)ccc2O[C@@H](C)CCCCO[C@H]1CN(C)S(=O)(=O)c1ccc(Cl)cc1
  A: 23; B: 3; C: 2; D: 3; E: 0; F: x; G: x
SMILES: O=C(NNc1c(Cl)cncc1Cl)c1cccs1
  A: 0; B: -6; C: -1; D: 2; E: 2; F: -5; G: 0
SMILES: CC(=O)N1[C@@H]2CN(S(=O)(=O)c3ccccc3C)c3ccccc3[C@@H]2[C@@H]1CO
  A: 3; B: 4; C: 4; D: 0; E: 4; F: 2; G: -5
SMILES: Cc1ccc(CNC(=O)Cn2ccc3cc(S(=O)(=O)N4CCCC4)ccc32)o1
  A: -7; B: 2; C: 3; D: 6; E: -2; F: 1; G: -2
SMILES: Nc1ncnc2sc3c(c12)CCNC3
  A: -9; B: -3; C: -6; D: -7; E: -5; F: -1; G: 4
SMILES: COc1ccc(CCNC(=O)C2CCN(S(=O)(=O)c3c(C)noc3C)CC2)cc1OC
  A: x; B: x; C: x; D: x; E: -10; F: 1; G: -2
SMILES: CCC(=O)N(C)C[C@@H]1Oc2cc(C#CC(C)C)ccc2S(=O)(=O)N([C@@H](C)CO)C[C@@H]1C
  A: -6; B: -27; C: 1; D: 0; E: 3; F: 23; G: x
SMILES: CC(C)C#Cc1ccc2c(c1)O[C@H](CN(C)C(=O)C1CC1)[C@@H](C)CN([C@H](C)CO)S2(=O)=O
  A: -8; B: -2; C: 0; D: -2; E: 8; F: 1; G: x
SMILES: CC(=O)c1cnn(-c2ccccc2)c1C
  A: 0; B: -7; C: -2; D: 3; E: 0; F: 3; G: x
SMILES: COc1ccc(CCn2c(N)cc(=O)[nH]c2=O)cc1OC
  A: 0; B: 1; C: 1; D: -4; E: x; F: x; G: -16
SMILES: COc1ccc(C(=O)Nc2c(N)nc(SCC(=O)Nc3ccc(NC(C)=O)cc3)[nH]c2=O)cc1
  A: 23; B: -4; C: -4; D: 0; E: x; F: x; G: -18
SMILES: COc1ccccc1-c1nnc(SC(C)C(=O)NCC2CCCO2)n1C (configuration not stated)
  A: 7; B: 5; C: -1; D: 3; E: 8; F: 0; G: 2
SMILES: CC(C)c1cn(CC[C@H]2CC[C@@H](NC(=O)Nc3cc(Cl)cc(Cl)c3)[C@@H](CO)O2)nn1
  A: 2; B: 2; C: -1; D: 0; E: 5; F: 4; G: -9
SMILES: CC(C)(C)NC(=O)C(c1ccc(-c2ccccc2)cc1)n1c(=O)c(-c2ccco2)nc2ccccc21 (configuration not stated)
  A: -20; B: -7; C: 2; D: 3; E: x; F: x; G: -5
SMILES: Cc1ccc(S(=O)(=O)Nc2cccc3c2O[C@H](CN(C)Cc2ccncc2)[C@@H](C)CN([C@@H](C)CO)C3=O)cc1
  A: 1; B: 5; C: -2; D: 0; E: -5; F: -5; G: -2
SMILES: COc1ccc(/C=C2\SC(=S)N(CCC(=O)NCCc3ccc(O)cc3)C2=O)cc1
  A: -6; B: 1; C: 0; D: 15; E: -21; F: 18; G: 12
SMILES: CC(C)Oc1ccc(C2CC(=O)N(c3cccc(Br)c3)C2=O)cc1 (configuration not stated)
  A: -16; B: -2; C: -6; D: -2; E: x; F: x; G: -1
SMILES: CCCC(=O)Nc1c(-c2cccs2)c(=O)c2ccccc2n1C
  A: 5; B: x; C: x; D: x; E: 0; F: -15; G: 6
SMILES: C[C@H](CO)N1C[C@H](C)[C@@H](CN(C)S(C)(=O)=O)Oc2ccc(NC(=O)Nc3ccccc3)cc2C1=O
  A: -14&-10; B: 3&1; C: -1; D: 1&2; E: -3&1; F: -1&2; G: -10
SMILES: Cc1ccc(N2C(=O)CS/C2=C(\C(Cl)=C(Cl)Cl)[N+](=O)[O-])cc1
  A: 8; B: -10; C: 9; D: 9; E: 6; F: 60; G: x
SMILES: CSc1ccccc1C(=O)NC1CCSc2ccccc21 (configuration not stated)
  A: 3; B: -4; C: -3; D: -2; E: -7; F: 6; G: -8
SMILES: C[C@H]1CCCCO[C@H](CN(C)S(=O)(=O)c2cn(C)cn2)[C@@H](C)CN([C@@H](C)CO)C(=O)c2cc(NC(=O)NC3CCCCC3)ccc2O1
  A: -20; B: 39; C: -1; D: -1; E: -2; F: x; G: x
SMILES: CCN(C(=O)CSc1nnc(C2CC2)n1-c1ccccc1)C1CCS(=O)(=O)C1 (configuration not stated)
  A: -10; B: 0; C: 8; D: -1; E: 3; F: 18; G: 6
SMILES: COc1ccccc1C(=O)NC(=S)Nc1ccccc1N1CCCCC1
  A: 5; B: -5; C: -1; D: -3; E: 6; F: 0; G: 8
SMILES: CC(C)NC(=O)Nc1ccc2c(c1)C(=O)N([C@@H](C)CO)C[C@H](C)[C@@H](CN(C)C)OCCCC[C@H](C)O2
  A: 5; B: 56; C: 4; D: -5; E: x; F: x; G: 3
SMILES: COc1ccccc1C(=O)NNC(=O)C1CCN(C(=O)OC(C)(C)C)CC1
  A: -1; B: -10; C: -3; D: 1; E: 3; F: -4; G: 9
SMILES: CCC(=O)NCCCOc1ccccc1
  A: 17; B: 4; C: -1; D: 1; E: 2; F: 2; G: x
SMILES: COc1cccc(C(=O)C2CCCN(C(=O)CCC3=NNC(=O)CC3)C2)c1 (configuration not stated)
  A: -15; B: -1; C: -2; D: -1; E: x; F: x; G: -6
SMILES: COc1ccc(S(=O)(=O)N[C@H]2CC[C@H](CC(=O)O)O[C@H]2CO)cc1
  A: 2; B: 7; C: -2; D: -2; E: 2; F: 4; G: -3
SMILES: Cc1ccccc1-c1nc(CS(=O)(=O)CC(=O)NCCN2CCCC2)c(C)o1
  A: -25; B: -5; C: -2; D: 36*; E: -2; F: -5; G: -8
SMILES: COC(=O)c1ccc(N2CCN(C)CC2)c(NC(=O)c2cccnc2)c1
  A: 3; B: 3; C: 10; D: -1; E: 1; F: -1; G: 7
SMILES: Cn1c(=O)c2c(-c3ccccc3)n(-c3ccccc3O)cc2n(C)c1=O
  A: -11; B: 2; C: -2; D: 5; E: 6; F: -17; G: x
SMILES: CC(C)[C@H](NC(=O)CC1CCCC1)C(=O)N1CCC[C@H]1C(=O)NCCc1ccccc1Cl
  A: -5; B: -2; C: -1; D: -2; E: x; F: x; G: 1
SMILES: Cc1ccc(NC(=O)CSc2sc3c(O)cc(=O)[nH]c3c2C#N)c(F)c1
  A: 2; B: -5; C: x; D: 29; E: -8; F: 18; G: 4
SMILES: C/C(=N\OCC(=O)OCC(=O)N(Cc1ccccc1)C(C)(C)C)c1ccc2c(c1)OCO2
  A: 15; B: -4; C: -1; D: 2; E: 0; F: 8; G: 9
SMILES: O=C(CCCn1c(=S)[nH]c2cc3c(cc2c1=O)OCO3)N1CCN(c2ncccn2)CC1
  A: x; B: x; C: x; D: x; E: -3; F: 2; G: 7
SMILES: N#C/C(=C\c1ccc(OCCN2CCOCC2)cc1)C(=O)Nc1ccccc1
  A: 0; B: -3; C: -1; D: 4; E: 5; F: -3; G: 6
SMILES: CN(CCCNC(=O)c1cc2c(Cl)nc3ccccc3c2s1)Cc1ccccc1
  A: -12; B: -6; C: -3; D: -9; E: -4; F: 1; G: 3
SMILES: CCN(CC(=O)NCc1cccs1)C(=O)CCCOc1ccc(C(C)(C)C)cc1
  A: 8; B: -3; C: 13; D: -88; E: 22; F: -8; G: -7
SMILES: Fc1ccc(CNC(=S)NC2CCCC2)cc1
  A: 10; B: -3; C: -3; D: -2; E: x; F: x; G: 1
SMILES: Cc1ccc(S(=O)(=O)N2CC=C(N)N2)cc1
  A: 6; B: 4; C: -4; D: -1; E: x; F: x; G: x
SMILES: CC(C)CCOc1ccc(/C=N/N2C(=O)CSC2=S)cc1
  A: 5; B: -17; C: 0; D: 2; E: -2; F: 2; G: -5
SMILES: COc1ccccc1C#Cc1ccc2c(c1)[C@@H]1[C@@H](CCN1S(=O)(=O)c1cn(C)cn1)[C@@H](CO)N2
  A: 2; B: 0; C: 5; D: -3; E: 6; F: 27; G: 11
SMILES: O=C(COc1ccc2c3c(c(=O)oc2c1)CCC3)NCc1ccccn1
  A: -10; B: -12; C: -8; D: 2; E: -6; F: 12; G: -13
SMILES: CN(C)C(=O)/C(=C\c1ccncc1)NC(=O)c1ccccc1
  A: 11; B: -4; C: -1; D: 2; E: x; F: x; G: x
SMILES: CC(C)NC(=O)CC1C(=O)NCCN1CC(c1ccccc1)c1ccccc1 (configuration not stated)
  A: -15; B: 1; C: 2; D: -1; E: 2; F: 2; G: -6
SMILES: Cc1ccc(S(=O)(=O)N(C)C[C@@H]2Oc3ccc(NS(C)(=O)=O)cc3C(=O)N([C@H](C)CO)C[C@H]2C)cc1
  A: -3; B: 2; C: 1; D: 2; E: 0; F: x; G: 6

Taken from the entries so far for reference:
Assay codes: A = LGR2 inh; B = S100A4 inh HTS; C = SIRT5 block; D = CASP6 VEID inh; E = esBAF inh; F = C2C12 statin; G = FN deposit inh
SMILES: CN(C)C(=O)/C(=C\c1ccncc1)NC(=O)c1ccccc1
  A: 11; B: -4; C: -1; D: 2; E: x; F: x; G: x
SMILES: CC(C)NC(=O)CC1C(=O)NCCN1CC(c1ccccc1)c1ccccc1 (configuration not stated)
  A: -15; B: 1; C: 2; D: -1; E: 2; F: 2; G: -6
SMILES: Cc1ccc(S(=O)(=O)N(C)C[C@@H]2Oc3ccc(NS(C)(=O)=O)cc3C(=O)N([C@H](C)CO)C[C@H]2C)cc1
  A: -3; B: 2; C: 1; D: 2; E: 0; F: x; G: 6

Screens as filed in PubChem.

This is a subset (hit frequency here may not be typical).
